Bioassay records deposited in PubChem BioAssay by several laboratories.
PGE2 EP2 inh = human EP2 receptor antagonists, primary screen, TR-FRET cAMP, C6 glioma cells; Prostaglandin E2 receptor EP2 subtype (Homo sapiens), P43116; C6 glioma cells expressing human EP2; cells stimulated with saturating PGE2; inhibition, % at 25 µM; 0.52% of 260,000 active; AID 1422, 2008;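 active = percent inhibition above 40 after rounding to a whole number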;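 also: rat C6 glioma host cells with rolipram phosphodiesterase inhibitor present; the protocol text gives 20 µM as final concentration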
Target sequence (P43116 whole entry, looked up): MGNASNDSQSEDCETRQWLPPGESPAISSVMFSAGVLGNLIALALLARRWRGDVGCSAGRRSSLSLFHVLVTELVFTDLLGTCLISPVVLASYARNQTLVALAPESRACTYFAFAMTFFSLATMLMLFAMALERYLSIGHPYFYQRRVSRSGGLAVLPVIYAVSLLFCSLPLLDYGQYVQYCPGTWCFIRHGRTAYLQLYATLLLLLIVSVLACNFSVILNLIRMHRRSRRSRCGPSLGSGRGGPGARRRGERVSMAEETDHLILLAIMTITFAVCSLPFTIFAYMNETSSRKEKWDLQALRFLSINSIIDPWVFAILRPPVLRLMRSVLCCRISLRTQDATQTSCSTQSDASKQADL
CHOP inhibitor = inhibitors of CHOP promoter induction, primary screen, cell-based, unfolded protein response, luciferase reporter | CHO-K1 CHOP-promoter luciferase, tunicamycin-induced, 15-18 h | inhibition, % at 10 µM | 3.8% of 220,000 active | AID 2732, 2010;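 active = compounds that reduced the stress-induced luciferase reporter signal by more than about 70% of percent inhibition, limit read from the data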;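 also: 0% = tunicamycin plus vehicle and 100% = wells without tunicamycin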
EP2 modulator = EP2 receptor modulators, cAMP readout, primary screen, cell-based, HTRF cAMP, PGE2 stimulation | Prostaglandin E2 receptor EP2 subtype (Homo sapiens), P43116 | induction, % at 25 µM | 0.83% of 260,000 active | EP2-expressing cells, cAMP HTRF FRET, PGE2 co-stimulation;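 active = compounds whose cAMP rise, as percent of the full-agonist control response, exceeds 60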;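 also: rat C6 glioma line stably carrying human EP2 under a CMV promoter; the protocol text gives 20 µM as final concentration; 100% = response of wells given 1 µM PGE2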
14-3-3 Bad PPI = inhibitors of 14-3-3 zeta/Bad binding, primary screen, biochemical, TR-FRET, bovine 14-3-3 zeta | TR-FRET 14-3-3zeta/Dy647-pBad peptide displacement, 1 h | inhibition, % at 21.7 µM | 0.71% of 220,000 active;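 active = inhibition above about 70%, limit read from the data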;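 also: 0% = full 14-3-3 plus peptide FRET controls and 100% = background without 14-3-3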
Target sequence (P63103 whole entry, looked up): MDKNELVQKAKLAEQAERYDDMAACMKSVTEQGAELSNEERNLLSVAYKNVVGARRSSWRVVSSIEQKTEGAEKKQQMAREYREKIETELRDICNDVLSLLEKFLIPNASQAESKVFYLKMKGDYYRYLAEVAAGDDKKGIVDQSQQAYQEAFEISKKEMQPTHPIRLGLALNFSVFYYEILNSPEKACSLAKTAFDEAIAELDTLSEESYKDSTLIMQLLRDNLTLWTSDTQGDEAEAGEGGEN
PPC-1+TRAIL kill = compounds killing PPC-1 cancer cells with TRAIL present, primary screen, TRAIL potentiator project, ATPLite luminescence, uHTS; 0.41% of 220,000 active; AID 1443, 2008; cell killing (% activity), % at 4 µM; PPC-1 cells + TRAIL, ATPLite viability luminescence;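 active = cell killing above 50% in the first pass at 4 µM, then a duplicate retest at 5 µM averaging 50% or more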;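 also: plate controls were cells with TRAIL plus DMSO for no effect and medium-only wells lacking cells for full effect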
TRPML3 agonist = human TRPML3 channel agonists, primary screen, cell-based, HEK293 TRPML3-YFP, Fluo-8 calcium fluorescence, 3 µM; AID 1448, 2008; activation, % at 3 µM; Mucolipin-3 (Homo sapiens), Q8TDD5; 100% = the carbachol control signal; 0.29% of 220,000 active;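 active = activation above its plate's cutoff, the mean activation of the plate's test wells plus 3 SD, cut at about 12% in these data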;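 also: 0% = DMSO only wells and 100% = carbachol wells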
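Material: TRPML3-YFP stable HEK293 cells | Dosing: One concentration, 3 µM nominal, 0.3% DMSO | Timing: 125 s total fluorescence read per well | Technique: Fluo-8 calcium dye fluorescence, ex 470-495, em 515-575 nm | Measure: Percent activation from peak-to-basal fluorescence ratio, scaled between DMSO and carbachol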
NPY Y1 blocker = NPY-Y1 receptor antagonists, primary screen, cell-based. 1% of 200,000 active. AID 1040, 2008. HEK293-CNG Y1 cells, membrane potential fluorescence; NPY at EC95, then isoproterenol. inhibition, % at 3.6 µM. Neuropeptide Y receptor type 1 (Homo sapiens), P25929;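 active = inhibition above the campaign mean inhibition of all tested compounds plus 3 SD, cut at about 20% in these data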;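 also: 0% = DMSO wells given NPY plus isoproterenol and 100% = isoproterenol alone without NPY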
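Material: Y1- and CNG-channel-expressing HEK293 cells / Probe or stimulus: NPY 25 nM then isoproterenol 1 µM plus Ro 20-1724 25 µM / Doses: 3.6 µM single dose, DMSO 0.4% / Schedule: compound incubation 1 h at room temperature, readout 45 min post-stimulation / Signal: membrane potential fluorescence / Benchmarks: isoproterenol-only wells as full block versus NPY-plus-isoproterenol wells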
NPY-Y1 PAM-ag = NPY-Y1 receptor potentiators or agonists, primary screen, cell-based | Neuropeptide Y receptor type 1 (Homo sapiens), P25929 | NPY-Y1 expressing cells, potentiator/agonist activation | activation, % at 3.6 µM | 0.37% of 220,000 active; in the data active = activation above about 33%, passing the limit was not always enough;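 also: cells stimulated with NPY at EC10 then isoproterenol at EC100; 0% = low agonist plus stimulus and 100% = saturating agonist plus stimulus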
TRPN1 ag = zebrafish TRPN1 channel agonists, primary screen, cell-based, HEK293, calcium fluorescence | transient receptor potential cation channel N1 (TRPN1/NompC), Danio rerio | HEK293 zebrafish TRPN1-YFP, Fluo-8 calcium fluorescence; 100% = response to 87 µM carbachol | activation, % at 3 µM | 0.18% of 220,000 active | AID 1424, 2008;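 active = activation above its plate's cutoff, the mean activation of test wells on that plate plus 3 SD, cut at about 19% in these data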;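 also: 0% = DMSO alone and 100% = 87 µM carbachol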
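Control set: carbachol 87 µM as high control, DMSO as low control; system: HEK293 stable line with zebrafish TRPN1-YFP; read-out: % activation versus carbachol response; detection: intracellular calcium fluorescence with Fluo-8; doses: single test compound dose, 3 µM nominal, 0.3% DMSO; schedule: dye 1 h 37 °C plus 30 min RT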
An asterisk follows results filed as active; · = no result given; & = joins results of further samples; [ ] = another dose, or the depositor's remark. An excerpt, so the mix of outcomes need not match the whole.

SMILES	PGE2 EP2 inh	CHOP inhibitor	EP2 modulator	14-3-3 Bad PPI	PPC-1+TRAIL kill	TRPML3 agonist	NPY Y1 blocker	NPY-Y1 PAM-ag	TRPN1 ag
C/C(Cl)=C\COc1cc(C)nc2c(Br)cccc12	3	7	3	-13	7	-0.8	11	-20	-2.4
CC(C)COc1ncnc2c1sc1nc3c(cc12)COC(C)(C)C3	8	-9	5	-2	14	1.0	·	9	3.0
Cc1cc(C(=O)CSc2nc3ccccc3n2C)c(C)n1C	18	9	-3	-6	-14	0.2	9	6	0.0
COc1ccc(C2C(C(C)=O)=C(O)C(=O)N2C)c(OC)c1 (configuration not stated)	9	-2	26	3[fluorescence artefact?]	23	-0.9	-3	9	2.3
CCOC(=O)c1cc2sc(C)cc2n1CC(=O)Nc1ccc2c(c1)OCCO2	4&11	44	31&26	22	-8	-0.4	0	33	-1.4
CCC(=O)Oc1ccc(-c2cnc3ccccc3n2)cc1	9	-7	-1	6	32	0.7	3	12	-0.8
CCOc1ccc(OCCOc2cccc(C(F)(F)F)c2)cc1	8	35	16	15	-26	-0.2	8	0	-0.6
CNC(=O)COC(=O)/C=C/c1c(C)nn(-c2ccccc2)c1C	4	1	-1	0[fluorescence artefact?]	-4	0.7	-4	-1	0.4
CN1CCN(C(=O)c2ccc(COc3ccc(C(C)(C)C)cc3)o2)CC1	11	-4	-18	-6	22[5 µM]	0.2	3	-18	-0.6
Cc1ccn(C(=O)c2cc3cc(Cl)ccc3oc2=O)n1	7	-18	-6	19	-1	1.2	12	-15	-0.6
COCCn1c(C)cc(C(=O)CSc2nc3ccccc3c(=O)n2Cc2ccco2)c1C	5	27	-9	-14	16	0.0	8	-4	-0.3
CCOC(=O)c1sc2nc3c(cc2c1N)COC(C)(CC)C3 (configuration not stated)	6	-13	14	-6	38	-0.1	-4	19	-0.8
COC(=O)N/N=C/c1ccc([N+](=O)[O-])o1	4	3	-5	3	10	0.2	1	0	0.5
O=c1[nH][nH]cc1C=Nc1ccccc1Cl	7	20	-7	12	3	1.1	6	9	0.3
O=C(NC1C=CS(=O)(=O)C1)c1sc2ccccc2c1Cl (configuration not stated)	3	-82	-18	7	18	-0.2	5	-29	1.7
COc1nsnc1NS(=O)(=O)c1ccc(NC(=S)NC(=O)c2ccncc2)cc1	8	9	-57	3	14	0.4	·	-14	0.9
CCCC(C)c1nnc(NC(=O)C(=O)OCC)s1 (configuration not stated)	2	15	20	-2	2	0.8	2	8	0.6
COc1ccc(CCN(C(=O)c2cccc(F)c2)C2CC(=O)N(c3ccc(OC)cc3)C2=O)cc1 (configuration not stated)	8	42	27	-2	16	0.7	-2	-7	1.5
Cc1ccc(-n2nnc3c(=O)n(CC(=O)N4CCC(C)CC4)cnc32)cc1	6	43	14	3	20	0.6	-3	6	-0.1
COc1cc(OC)cc(C(=O)N2CCN(Cc3ccccc3C(F)(F)F)CC2)c1	2	30	-14	42	0	-1.4	4	7	-0.4
CC(C)(C)NC(=O)COc1ccccc1C#N	6	11	-12	-4	-9	0.9	-4	-4	0.1
CN(C)/C=N/c1cc(=O)[nH]c(=O)n1CC1CC1	12	5	28	-4	-10	0.7	-3	-24	0.3
CCCCCSc1nc(N2CCOCC2)c2c(c1C#N)CC(C)(C)OC2	13	11	48	4	14	0.8	7	-12	-1.9
CC(=O)c1cn(CC(=O)Nc2c(C)cccc2C)c2ccccc12	6&10	30	-62&-13	-3[fluorescence artefact?]	16	-0.9	-14	10	-0.8
Cn1c(C2CC(=O)N(Cc3ccccc3)C2)nc2ccccc21 (configuration not stated)	11	13	0	2	-3	-0.5	2	4	0.6
Cc1ccc(S(=O)(=O)N2CCN(CC(=O)Nc3ccc([N+](=O)[O-])cc3)CC2)cc1C	3	58	-17	-18[fluorescence artefact?]	-1	1.1	3	-14	-0.3
O=C(CSc1n[nH]c(=O)[nH]c1=O)c1cccc([N+](=O)[O-])c1	3	-9	15	-5	-1	0.6	-1	11	0.7
Cc1ccc(S(=O)(=O)N(CC(=O)NCCSC2CCCCC2)c2ccccc2F)cc1	3	60	25	5	-17	-0.3	2	2	0.3
Cc1ccc2cc(/C=N/Nc3ccc(C(=O)O)cc3)c(Cl)nc2c1	10	-19	-34	6	42	-0.2	·	30	-1.9
CCS(=O)(=O)n1nc(-c2ccccc2)nc1SC	11&13	4	-1&7	9[fluorescence artefact?]	16	0.3	3	-11	-0.4

Additional structures
SMILES	PGE2 EP2 inh	CHOP inhibitor	EP2 modulator	14-3-3 Bad PPI	PPC-1+TRAIL kill	TRPML3 agonist	NPY Y1 blocker	NPY-Y1 PAM-ag	TRPN1 ag
C=C(C)CNC(=S)N/N=C(\C)c1ccc(-n2ccnc2)cc1	10	-9	-30	-13	7	0.7	8	-6	0.4
O=C(Nc1ccccc1-c1ccccc1)c1cccc(C(F)(F)F)c1	7	12	37	2	12	0.2	4	-18	0.3
Clc1ccccc1OCc1nc(-c2ccc(Br)o2)no1	7	68	18	-2	13	0.1	0	-7	-1.5
O=C1CCCN1CCCN=c1c([N+](=O)[O-])nn(-c2ccc(Cl)cc2)n1O	9	8	-12	-3	7	-0.3	0	5	-0.1
COc1ccc(Br)cc1/C=N/NC(=O)C(c1ccncc1)N1CCOCC1 (configuration not stated)	11	-5	-17	17	17	0.7	0	-22	0.5
CC(=O)NC(c1cccc([N+](=O)[O-])c1)c1c(OC(C)=O)ccc2ccccc12 (configuration not stated)	11	23	12	1[fluorescence artefact?]	·	0.1	-3	-1	1.3
O=S1(=O)CCN(Cc2ccccc2C(F)(F)F)CC1	6	-2	14	-5	12	0.7	4	-26	-0.6
COc1ccc(O)c(/C=N/NC(=O)CSc2nnc(C)n2-c2ccccc2)c1	12	25	13	11	20	0.9	5	4	1.6
CC(=O)OCCn1c(Br)nc2c1c(=O)[nH]c(=O)n2C	8&22	-2	-15&-12	4	14	0.6	2	18	0.1
CCOC(=O)c1cnc(-n2nc(C)cc2C)nc1Nc1ccc(OC)cc1	2	-67	26	-6	0	0.3	2	-1	-3.7
Cc1ccccc1-c1nc(CN(Cc2c(C)nn(C)c2C)C2CC2)c(C)o1	9	10	25	-7	0	0.6	6	-5	-0.4
CCCCc1n[nH]c(=S)n1Cc1ccccc1	11	-12	19	-12	13	-0.4	1	15	-1.2
Cn1c(SCc2ccc(C(=O)Nc3nccs3)cc2)nnc1-c1ccccc1	13	-12	-16	2	23	0.8	3	1	-0.8
CC1Cc2nc(SCC(N)=O)n(Cc3ccccc3)c(=O)c2S1 (configuration not stated)	12	-6	28	-1	10	·	·	·	·
Cc1cccc(N2CCN(C(=O)CCN3C(=S)NC(C)(C)CC3C)CC2)c1C (configuration not stated)	11	14	-16	-6	16	0.5	6	14	-2.5
Cn1c(-c2ccccc2[N+](=O)[O-])[n+](C)c2ccccc21	8	-1	40	-5	-2	0.4	·	8	1.1
CCN(CC)S(=O)(=O)c1ccc(NCc2ccccc2)nc1	11	-6	-16	-8[fluorescence artefact?]	-1	0.9	3	5	0.7
CCOC(=O)C(Cc1c(F)cccc1F)(NC(C)=O)C(=O)OCC	4	6	16	3[fluorescence artefact?]	-1	-0.3	4	4	0.8

Quoted from the listing.
Entry for Cc1ccc2cc(/C=N/Nc3ccc(C(=O)O)cc3)c(Cl)nc2c1 in CHOP inhibitor: -19
Entry for CCN(CC)S(=O)(=O)c1ccc(NCc2ccccc2)nc1 in PPC-1+TRAIL kill: -1
Entry for CCOC(=O)c1cnc(-n2nc(C)cc2C)nc1Nc1ccc(OC)cc1 in 14-3-3 Bad PPI: -6
Entry for CC(C)(C)NC(=O)COc1ccccc1C#N in PGE2 EP2 inh: 6
Entry for CCOC(=O)C(Cc1c(F)cccc1F)(NC(C)=O)C(=O)OCC in TRPN1 ag: 0.8

Just CHOP inhibitor and TRPML3 agonist (2 entries from above):
Structure | CHOP inhibitor | TRPML3 agonist
O=S1(=O)CCN(Cc2ccccc2C(F)(F)F)CC1 | -2 | 0.7
Cn1c(-c2ccccc2[N+](=O)[O-])[n+](C)c2ccccc21 | -1 | 0.4
